Assay outcomes: PubChem, several laboratories
MCL1 BIM primary: disrupts human MCL1 binding to BIM-BH3 peptide; Q07820; GST-MCL1 / FITC-Bim-BH3 fluorescence polarization; 320,000 tested, 0.68% active; inhibition, % at 10.9 µM;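 active means inhibition above the mean inhibition of all tested compounds plus 3 SD, set per campaign, cut at about 40% in these data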;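 further: 0% = DMSO wells and 100% = unlabeled Bim-BH3 peptide control; higher means more loss of mP so more displacement of Bim peptide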
VLA-4 inh: inhibition in a human VLA-4 binding assay; P13612; VLA-4 expressing cells, ligand binding flow cytometry; inhibition, % (about 7 µM as worked out from the volumes in the protocol); 330,000 tested, 0.2% active; AID 2557; in the data active means inhibition above about 50%
Fam108B counter: blocks mouse Fam108B hydrolase in RBBP9 counter-screen. 300,000 tested, 0.33% active. inhibition, % at 9.51 µM. AID 1947. recombinant Fam108B, FP-Rh probe fluorescence polarization;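 active means inhibition above the screen mean inhibition plus 3 SD, computed separately per campaign, cut at about 18% in these data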;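 further: inhibitors lower polarization as less probe binds the enzyme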
PME-1 inh: PME-1 (human) inhibition | Q9Y570 | inhibition, % at 5.9 µM | AID 2130 | 320,000 tested, 0.53% active | recombinant PME-1, FP-Rh probe fluorescence polarization;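 active means inhibition above the campaign mean of all compounds plus 3 SD, cut at about 26% in these data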;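 further: competitive labeling of PME-1 active site by serine hydrolase directed probe; 0% = PME-1 with DMSO and 100% = wells lacking PME-1 enzyme; inhibitors block probe labeling so polarization falls and inhibition rises; many of its hits are not listed in these tables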
Target sequence (Q9Y570 whole entry, looked up): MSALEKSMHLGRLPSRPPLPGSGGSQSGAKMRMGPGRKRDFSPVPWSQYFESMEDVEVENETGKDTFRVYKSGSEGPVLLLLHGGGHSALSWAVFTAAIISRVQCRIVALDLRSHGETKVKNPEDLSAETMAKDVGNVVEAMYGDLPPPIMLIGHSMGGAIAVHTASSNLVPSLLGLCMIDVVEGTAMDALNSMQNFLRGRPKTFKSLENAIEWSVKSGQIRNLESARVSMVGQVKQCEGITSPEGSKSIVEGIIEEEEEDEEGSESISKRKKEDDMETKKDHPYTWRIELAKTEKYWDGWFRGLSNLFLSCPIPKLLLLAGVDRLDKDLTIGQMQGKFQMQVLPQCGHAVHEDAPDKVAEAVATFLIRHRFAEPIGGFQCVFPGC
Bcl-xL primary: inhibitors of human Bcl-xL. Q07817. GST-Bcl-xL / FITC-Bim BH3 peptide fluorescence polarization. inhibition, % at 10.9 µM. 320,000 tested, 0.7% active;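 active means inhibition above the mean of all tested compounds plus 3 SD, cutoff set per campaign, cut at about 30% in these data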;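 further: 0% = DMSO wells and 100% = unlabeled Bim-BH3 peptide competitor; inhibitors lower millipolarization by displacing the labeled peptide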
Target sequence (Q07817 whole entry, looked up): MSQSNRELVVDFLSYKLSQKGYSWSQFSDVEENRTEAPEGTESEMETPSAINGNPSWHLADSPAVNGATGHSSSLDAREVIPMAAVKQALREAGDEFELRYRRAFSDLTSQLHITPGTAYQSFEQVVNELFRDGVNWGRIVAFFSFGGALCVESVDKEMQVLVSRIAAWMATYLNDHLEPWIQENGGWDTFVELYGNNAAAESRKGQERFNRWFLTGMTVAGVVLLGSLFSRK
GLD-1 TGE inh: GLD-1-TGE RNA interaction inhibition (C. elegans); Q17339; purified GLD-1 + fluorescein TGE RNA, fluorescence polarization; inhibition, % at 5.96 µM; 320,000 tested, 0.44% active; AID 2280;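 active means percent inhibition above a per-plate cutoff, the plate mean of test compounds plus 3 SD, cut at about 30% in these data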;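 further: 0% = DMSO wells with GLD-1 and probe and 100% = wells lacking GLD-1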
GRK2 inh: human GRK2 inhibition via aptamer displacement. bead flow cytometry, FAM-aptamer displacement from GRK2. inhibition of aptamer binding, % at 10 µM. 330,000 tested, 0.59% active;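 active means inhibition of aptamer binding above 40%, roughly 3 SD of noise, on plates passing a quality check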;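 further: median bead fluorescence of bound FAM aptamer so fluorescent compounds give negative values; no value below 0 was filed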
Efflux pump mplx: antifungal efflux pump inhibition, Nile Red retention; S. cerevisiae Candida pump triplex; inhibition, % at 10 µM; 330,000 tested, 0.44% active; AID 485275;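 active means plate passing quality check with inhibition over a set limit, or well fluorescence over plate mean plus 4 SD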;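 further: Nile Red retained in pooled yeast measured as flow cytometry median fluorescence; 0% = buffer negative control and 100% = Enniatin B positive control; higher means more Nile Red kept so more efflux inhibition; some compounds called inactive have numbers as strong as hits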
MEX-5 binding: C. elegans MEX-5 TCR-2 RNA binding activity | AID 1832 | Q9XUB2 | 300,000 tested, 0.38% active | MEX-5/FITC-TCR2 RNA binding, fluorescence polarization; stronger effect = lower value | activity score (negative = inhibition of binding), % at 10 µM;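 active means inhibition past about -25% in most replicates, and total fluorescence under double the plate's negative control median, limit read from the data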;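 further: 0% = DMSO and -100% = 5 µM competing unlabeled TCR2 RNA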
Target sequence (Q9XUB2 whole entry, looked up): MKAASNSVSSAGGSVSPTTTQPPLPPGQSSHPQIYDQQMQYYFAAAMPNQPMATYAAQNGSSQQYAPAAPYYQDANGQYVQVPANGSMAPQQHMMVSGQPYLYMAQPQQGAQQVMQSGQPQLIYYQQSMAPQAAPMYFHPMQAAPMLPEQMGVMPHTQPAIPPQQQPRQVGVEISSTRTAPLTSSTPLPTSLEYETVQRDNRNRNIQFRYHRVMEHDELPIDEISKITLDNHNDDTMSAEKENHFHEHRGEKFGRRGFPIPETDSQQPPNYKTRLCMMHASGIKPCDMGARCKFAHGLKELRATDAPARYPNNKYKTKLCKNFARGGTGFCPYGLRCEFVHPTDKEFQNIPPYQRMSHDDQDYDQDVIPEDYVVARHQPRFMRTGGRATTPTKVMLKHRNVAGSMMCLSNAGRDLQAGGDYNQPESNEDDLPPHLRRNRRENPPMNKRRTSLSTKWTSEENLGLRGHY
* hit, by the source's call; nt = not tested or not shown. The list is partial; the hit share may differ from the screen's.

SMILES	MCL1 BIM primary	VLA-4 inh	Fam108B counter	PME-1 inh	Bcl-xL primary	GLD-1 TGE inh	GRK2 inh	Efflux pump mplx	MEX-5 binding
O=C(NCCN1CCOCC1)C1CCCN(S(=O)(=O)c2ccc(F)cc2)C1 (stereo unspecified)	-1	-7	-1	5	1	3	3	-0.2	2.8
CS(=O)(=O)n1nc(-c2ccc(Cl)cc2)nc1SCc1ccccc1	-3	1	-10	-10	-2	6	0	0.1	0.7
Cc1ccc(NC(=O)c2ccc3c(c2)CCN3S(C)(=O)=O)c(C)c1	-1	29	-2	-4	5	3	0	-0.1	-3.0
CCOC(=O)c1c(C)[nH]c(C(=O)OCc2ccccc2)c1C	4	6	4	-4	-4	0	0	-0.2	1.5
S=C(NCCc1ccccn1)Nc1cccc(Cl)c1	10	15	1	-4	4	1	0	-0.1	2.0
O=C(CCCOc1ccc(Cl)cc1Cl)Nc1ccc(O)cc1C(=O)O	6	-2	-3	4	9	6	0	-0.1	-0.5
Cn1c(=O)c2[nH]c(SCC(=O)c3ccc(F)cc3)nc2n(C)c1=O	7	4	-1	-1	7	-2	0	-0.1	-1.8
Cc1cnc(C(=O)Nc2ccc(C)c(S(=O)(=O)N3CCCCC3)c2)cn1	-2	13	nt	-2	-2	8	3	0.3	nt
COc1ccc(O)c(CN2CCC(n3nccc3NC(=O)c3ccccc3Cl)CC2)c1	nt	1	nt	nt	nt	nt	0	-0.3	-7.2
CC(=O)c1c(OCC(=O)O)ccc2c(C)cc(=O)oc12	6	1	1	-4	4	7	1	-0.1	0.0
COc1ccc2c(OC)c3ccoc3nc2c1OC	3	44	1	-4	1	-2	3	0.0	-0.3
O=C(OCC(=O)c1cccs1)c1ccc(NC(=O)c2ccco2)cc1	-3	6	-7	-9	-1	-4	0	0.1	2.2
CC1(C)CC2(C)Nc3ccccc3N2C(=S)N1 (stereo unspecified)	15	-3	-7	5	7	0	2	0.1	0.8
C=CCn1c(CNc2ccccc2)nnc1SCC(=O)N/N=C/c1ccc(O)cc1O	16	-2	2	3	7	-3	1	-0.2	-2.2
CCOC(=O)c1c(NC(=O)C2Cc3ccccc3C(=O)O2)sc2c1CCCC2 (stereo unspecified)	-3	20	-3	-5	4	-2	1	-0.1	0.6
COc1ccc(OC)c(NC(=O)CS(=O)(=O)c2ccccc2)c1	8	11	6	-5	3	6	1	-0.1	-2.1
CN(C)c1ccc(N2C(=NC(=O)CCc3ccccc3)SC3CS(=O)(=O)CC32)cc1 (stereo unspecified)	-4	25	2	-2	-3	-9	10	1.0*	0.5
O=C(CCN1C(=O)c2ccccc2C1=O)Nc1cccnc1	7	-1	6	-3	7	5	1	0.0	-2.0
CCN(CC)c1ccc(N2C(=NC(=O)C3CCCO3)SC3CS(=O)(=O)CC32)cc1 (stereo unspecified)	-4	12	1	6	-3	0	0	0.0	0.7
COc1cccc2cc(C(=O)Nc3ccccc3C)/c(=N/NS(=O)(=O)c3ccccc3)oc12	-4	9	3	5	-2	-5	3	0.2	-0.8
O=C1c2cccnc2Nc2ccccc2N1CCCF	6	5	-1	-2	6	-6	2	-0.3	2.5
CCn1cc(C(=O)O)c(=O)c2cnc(N3CCN(C(=S)NC(=O)c4ccccc4Cl)CC3)nc21	2	0	-2	-1	-11	-4	2	-0.1	-0.9
CCCOc1cccc(C(=O)N(Cc2cccs2)C2CCS(=O)(=O)C2)c1 (stereo unspecified)	1	8	0	-1	8	5	2	-0.1	2.2
CCOC(=O)N1CCC(NC(=O)c2cnn3ccccc23)CC1	7	6	5	2	5	1	0	-0.1	-0.8
COc1ccc(C2CC(=O)Nc3cc(OC)c(OC)cc32)cc1Br (stereo unspecified)	nt	8	nt	nt	nt	nt	1	-0.1	1.6

Other structures follow.
SMILES	MCL1 BIM primary	VLA-4 inh	Fam108B counter	PME-1 inh	Bcl-xL primary	GLD-1 TGE inh	GRK2 inh	Efflux pump mplx	MEX-5 binding
O=C(O)/C=C/c1ccc2noc(-c3ccccc3)c2c1	0	0	2	1	5	2	2	-0.2	nt
Cc1cc(C)cc(NS(=O)(=O)c2csc(C(N)=O)c2)c1	10	14	-4	3	0	-1	1	0.0	0.0
O=C(CN1C(=O)COc2ccc(Cl)cc21)N1CCOCC1	11	9	-4	4	1	1	0	0.4	-1.5
CCOC(=O)C1CCCN(C(=O)c2cn(C)c(=O)c3cc(OC)c(OC)cc23)C1 (stereo unspecified)	2	-6	6	3	5	-4	0	-0.1	0.1
Cc1c(Cc2ccccc2)c(=O)oc2c(C)c(OCC(=O)NCc3ccccn3)ccc12	5	13	5	-5	5	-4	0	-0.3	2.3
CC(C)CCn1cnc2c(sc3nc4c(cc32)CSC(C)(C)C4)c1=O	7	9	-4	10	6	1	0	0.6	2.6
Cc1cccc(Cc2c(C)nc3nc(SCC(=O)NCc4ccco4)nn3c2C)c1	14	5	-1	0	1	-3	11	0.1	3.7
CCOC(=O)N1C=CC(C)=C[C@@H]2[C@@H](N3C(=O)c4ccccc4C3=O)C(=O)N21	7	-7	1	2	1	3	0	0.0	1.9
COc1ccc(N2C(=O)CC(C3CCCO3)C2=O)cc1 (stereo unspecified)	4	-2	3	0	2	10	0	0.1	2.2
Cc1cccc(NCc2nc(SCC(=O)Nc3ccccc3)n[nH]2)c1	-3	2	-3	2	1	-2	1	0.2	-2.4
Cc1cccc(NC(=O)C2CCN(c3nc(C)cc(C)n3)CC2)c1	-1	-14	3	3	-2	8	0	0.2	-0.4
O=C1NC(=S)N/C1=C\c1cccnc1	-4	2	0	5	2	3	2	-0.1	-0.1
Cc1nnc(SCC(=O)NC2CCCCC2)n1N	nt	23	nt	nt	nt	3	0	0.1	nt
O=C(NNc1c(Cl)cccc1Cl)c1ccno1	1	14	-1	-6	4	-1	0	0.0	-0.5
Cc1c(Cl)cccc1NC(=O)CN1CCN(CCN=CC2=C(O)CC(c3ccccc3)CC2=O)CC1 (stereo unspecified)	-5	10	5	2	0	1	0	-0.1	-0.5
COc1ccc(S(=O)(=O)N2CCCCC2)cc1C(=O)N1CCCC1	nt	1	nt	nt	nt	nt	1	-0.3	1.7
CCCn1ncc(OC)c(Cl)c1=O	5	0	0	0	0	-2	0	0.0	-1.6
CC(N)c1ccc(Cl)cc1Cl (stereo unspecified)	1	0	2	-6	2	3	4	0.0	1.1
O=C(OCc1nnc(-c2ccccc2)o1)c1ccc(-n2cnnn2)cc1	-19	32	-2	-5	-12	-1	2	0.1	3.1
Cc1ccc(N=Cc2cc(Cc3ccccc3Cl)cc([N+](=O)[O-])c2O)c(O)c1	47*	8	2	10	44*	-3	7	0.1	-10
Nc1c2c(nc3ccc(Br)cc13)N(Cc1ccccc1)CC2	-9	-1	-3	8	1	3	3	-0.2	-4.5
CN(C)C(=O)c1nc2ccc(Cl)cn2c1CN1CCCC(OCc2ccccc2)C1 (stereo unspecified)	17	-4	0	-8	15	13	0	0.0	-4.2
CCN(C(=O)CSc1nnc(Nc2cccc(C)c2C)s1)C1CCS(=O)(=O)C1 (stereo unspecified)	-10	37	3	-5	2	0	1	-0.1	0.8
Cc1cccc(C(=O)Nc2cccc(NC(=O)c3ccccc3)c2)c1	6	20	-2	-11	7	9	0	0.2	0.2
COc1cccc(CNc2nnnn2C)c1OC	5	9	-1	-1	1	-5	1	-0.1	0.7

Next records follow.
SMILES	MCL1 BIM primary	VLA-4 inh	Fam108B counter	PME-1 inh	Bcl-xL primary	GLD-1 TGE inh	GRK2 inh	Efflux pump mplx	MEX-5 binding
Cc1ccc(NC(=O)/C(C#N)=C/c2cc(C)n(-c3ccc(N4CCOCC4)c([N+](=O)[O-])c3)c2C)c(C)c1	0	2	3	3	3	10	0	-0.1	0.2
NC(=O)c1ccccc1NC(=O)Nc1ccc(F)c(Cl)c1	2	22	-4	-5	1	2	3	0.0	-0.4
Cc1ccc(CSc2nnc(C)c(=O)n2N)cc1	-7	12	2	-1	4	5	2	0.4	1.9
CC(=O)c1ccc(N2CCN(C(=O)c3cc(-c4ccc5c(c4)OCO5)nc4ccccc34)CC2)cc1	9	7	-3	2	11	6	4	-0.1	2.5
CCCCOC(=O)Cc1c(O)c2ccccc2[nH]c1=O	2	4	6	0	4	5	0	-0.4	-2.4
CN(Cc1c(F)cccc1Cl)C(=O)c1ccc2ccccc2n1	-12	-1	1	7	0	-2	1	0.0	1.2
O=C(CSc1nc2c(c(=O)n1-c1ccccc1)SCC2)N1CCOCC1	-1	-11	2	9	8	5	0	-0.1	-0.7
Nc1cc[n+](CC(=O)c2ccc3c(c2)OCCO3)cc1	7	5	2	1	-1	0	0	-0.1	-1.8
COc1ccc(NC(=O)c2cc3c(=O)n4ccccc4nc3n2C)c(OC)c1	6	-7	-2	-1	10	5	0	-0.1	-1.3
N#CCCN(Cc1cccnc1)S(=O)(=O)c1ccc2ccccc2c1	-1	-52	nt	0	2	-1	1	-0.4	nt
CN(C)N=Nc1nc2c(c(=O)n(C)c(=O)n2C)n1CC1CO1 (stereo unspecified)	5	12	-3	-2	7	-6	2	0.0	1.3
CCOC(=O)c1[nH]c2ccc(OC)cc2c1NC(=S)N1CCN(C(=O)OCC)CC1	4	7	-6	-2	6	-4	0	0.0	-1.3
CC(Sc1ccccc1)C(=O)NCC1COc2ccccc2O1 (stereo unspecified)	-13	3	-5	-12	-13	-7	2	0.1	2.3
O=C(NCCN1CCOCC1)C1CCC(CNS(=O)(=O)c2ccccc2)CC1 (stereo unspecified)	-6	14	2	-3	2	-1	0	0.3	-0.7
CC(=O)Nc1cccc(-c2cn3ccc(C)cc3n2)c1	9	6	0	6	-1	-2	0	0.0	-1.7
O=C(Nc1nnc(-c2ccc(Br)cc2)o1)c1cccc(N2C(=O)CCC2=O)c1	1	-7	-5	-2	-5	0	3	0.3	-1.8
CN(C)C(CNC(=S)Nc1ccc(Cl)cc1)c1cccnc1 (stereo unspecified)	7	-1	-1	-3	9	-1	0	0.1	0.6
O=C(NC1CCCC1)C(NS(=O)(=O)c1ccc(Br)s1)c1ccccc1 (stereo unspecified)	-2	6	-2	7	5	-3	0	-0.1	-0.3
COC(=O)C1=C(C)Nc2c(c(=O)n(C)c(=O)n2C)C1c1cccs1 (stereo unspecified)	4	-4	2	-3	6	7	3	-0.1	-0.5
O=C(COC(=O)c1cccs1)Nc1ccc(F)c(F)c1	-3	0	nt	0	2	8	2	0.2	nt
COc1ccc(CN(CC2CCC(C(=O)O)CC2)C(=S)Nc2ccc(C)c(Cl)c2)cc1 (stereo unspecified)	-5	5	-1	2	0	3	0	0.0	0.4
CCn1cc(C(=O)NC(C)C23CC4CC(CC(C4)C2)C3)cn1 (stereo unspecified)	3	14	-1	-1	3	5	1	-0.1	1.9
COC(=O)[C@]1(Cc2ccccc2)N[C@H](CN(C)C(=O)NC(C)C)[C@@H]2C(=O)N(Cc3ccccc3)C(=O)[C@@H]21	nt	-7	nt	nt	nt	5	2	0.4	nt
COc1ccc(NC(=O)c2cc3nc(-c4ccccc4)cc(-c4ccccc4)n3n2)c(OC)c1	-1	21	-8	-4	0	-4	0	0.0	-1.5
O=C(Cn1nnc(-c2cc(Cl)ccc2-n2cnnn2)n1)N1CCCc2ccccc21	7	13	-7	1	6	-5	0	0.2	0.8
O=C(CSc1nc2ccccc2c(=O)n1CCCN1CCOCC1)NC12CC3CC(CC(C3)C1)C2	1	0	2	6	3	4	1	0.0	2.3
